Source: PubChem (National Center for Advancing Translational Sciences (NCATS))
KB-V1 cytotox = qHTS assay for MDR1-selective chemotherapeutics: Primary screen using the drug-selected MDR subline cells KB-V1; KB-V1 MDR cells viability, CellTiter-Glo, 72 h; Potency, µM (top dose mostly 46.1 µM), inactives show top-dose activity change, negative = cytotoxicity, usual class: cytotoxic; hit rate 3.4% among 400,000; further: on the % scale 0 is the no-effect control and ±100 the full control effect; nearly all actives have a fitted effect of over 60% in size
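Following 72 h at 37 degrees C with compound, KB-V1 cell viability was read by CellTiter-Glo luminescence, medium being phenol-red-free DMEM plus 10% FBS; concentration-response parameters came from normalized, curve-fitted qHTS data.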
SW480 rerep = A quantitative high throughput screen for small molecules that induce DNA re-replication in SW480 colon adenocarcinoma cells | SW480 DNA re-replication, Hoechst DNA content imaging, 48 h | Potency, µM (top dose mostly 46.1 µM), for the others: at the top dose re-replication activation, usual class: activators | hit rate 1.8% among 340,000 | AID 624297, 2012; further: % of control where 0% means no effect; nearly all actives have a fitted effect of over 55% in size
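Image-based read-out: total Hoechst fluorescence of nuclei (405 nm excitation, 500-530 nm emission), with hits raising the fraction of high-intensity nuclei. SW480 colon cells incubated 48 hr with compounds at 37 C.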
HT1080NT lethal = qHTS for induction of synthetic lethality in tumor cells producing 2HG: qHTS for the HT-1080-NT fibrosarcoma cell line; HT-1080-NT fibrosarcoma viability, CellTiter-Glo ATP luminescence, 48 h; hit rate 1.6% among 360,000; Potency, µM (titrated, usually from 46.1 µM), without a hit: at the top dose activity, negative = less viability, hits mostly cytotoxic; AID 686970, 2013;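 further: NT is the 2HG producing partner of a matched IDH1 knockdown line; 0% = DMSO-treated cells and -100% = media-only wells without cells; nearly all actives have a fitted effect of over 55% in size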
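A 48-hour cytotoxicity screen used HT-1080-NT cells plated 2 hours before compound delivery. ATP-based CellTiter-Glo luminescence measured viability, normalized to DMSO and no-cell controls.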
HT1080 IDH1KD tx = qHTS for induction of synthetic lethality in tumor cells producing 2HG: qHTS for the HT-1080-IDH1KD cell line. HT-1080 IDH1 knockdown viability, ATP luminescence, 48 h. Potency, µM (highest dose often 46.1 µM), for inactives: at the top dose activity, negative = toxicity, most hits filed as cytotoxic. hit rate 2% among 360,000. AID 686971, 2013;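 further: 0% = DMSO wells and -100% = cell-free medium wells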
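In this qHTS, HT-1080 cells depleted of IDH1 are exposed for 48 h at 37 °C to compound titrations. Toxicity is scored from CellTiter-Glo luminescence, with DMSO as full viability and medium alone as none.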
HEK293 tox = qHTS of GLP-1 Receptor Inverse Agonists: Cytotox Screen; HEK293 cAMP-luciferase reporter cells, luminescence, 24 h; Potency, µM (top dose mostly 38.3 µM), inactives show at the top dose activity change, negative = inhibition, actives largely listed as inhibitors; hit rate 0.13% among 410,000;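 further: loss of luciferase light is scored as toxicity; on the % scale 0 is the no-effect control and ±100 the full control effect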
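1536-well qHTS counterscreen of the MLSMR; 200 cells/uL, 12 h pre-incubation, 23 nL cpd, 24 h at 37 deg C 5% CO2, luciferase detection reagent, 12 min RT, luminescence. Inhibition = undesired.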
GLP1R ag = qHTS of GLP-1 Receptor Agonists. HEK293 GLP-1R CRE-luciferase, luminescence, 4-6 h; cells express a hypersensitive GLP-1R form. Potency, µM (top dose mostly 45.6 µM), inactives show at the highest dose activation, actives largely listed as activators. hit rate 0.007% among 380,000. AID 624172, 2012; further: % of control where 0% means no effect
Target sequence (P43220 whole entry, looked up): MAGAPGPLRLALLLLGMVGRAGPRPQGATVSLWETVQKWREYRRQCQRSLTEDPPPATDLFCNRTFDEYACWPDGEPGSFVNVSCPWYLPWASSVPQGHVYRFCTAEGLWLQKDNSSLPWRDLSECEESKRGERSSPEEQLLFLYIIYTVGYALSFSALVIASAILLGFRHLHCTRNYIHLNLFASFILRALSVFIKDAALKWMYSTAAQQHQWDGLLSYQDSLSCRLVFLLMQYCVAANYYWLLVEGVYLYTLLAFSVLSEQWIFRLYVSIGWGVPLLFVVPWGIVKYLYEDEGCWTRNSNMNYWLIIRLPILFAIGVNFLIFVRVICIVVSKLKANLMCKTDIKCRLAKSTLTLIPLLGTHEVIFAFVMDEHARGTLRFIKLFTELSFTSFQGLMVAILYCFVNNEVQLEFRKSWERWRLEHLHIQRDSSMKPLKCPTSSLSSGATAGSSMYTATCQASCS
KB-3-1 tox = qHTS assay for MDR1-selective chemotherapeutics: Primary screen using the parental adenocarcinoma cell KB-3-1; KB-3-1 viability, CellTiter-Glo ATP luminescence, 72 h; Potency, µM (titrated, usually from 46.1 µM), for inactives: top-dose activity change, negative = cytotoxic, actives largely listed as cytotoxic; hit rate 1.4% among 400,000; AID 1347075, 2019; further: on the % scale 0 is the no-effect control and ±100 the full control effect; nearly all actives have a fitted effect of over 60% in size
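Luminescent ATP read-out (CellTiter-Glo) measures survival of drug-naive KB-3-1 cells after 72 h compound exposure at 37 °C. Titration series was screened from lowest to highest concentration, with DMSO vehicle plates as background controls.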
GLP-1R inv ag = qHTS of GLP-1 Receptor Inverse Agonists (Inhibition Mode); hit rate 1.6% among 410,000; HEK293 GLP-1R CRE-luciferase, luminescence, 24 h; GLP-1R form is constitutively active; Potency, µM (top dose mostly 38.3 µM), for inactives: top-dose activity change, negative = inhibition, most hits filed as inhibitors; Glucagon-like peptide 1 receptor (Homo sapiens), P43220; AID 624417, 2012; further: on the % scale 0 is the no-effect control and ±100 the full control effect; nearly all actives have a fitted effect of over 55% in size
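Constitutively active GLP-1R drives a cAMP-responsive luciferase in stably transfected HEK293 cells; test compounds are added after overnight (12 h) attachment and left 24 hr, and signal loss in luminescence marks inhibition.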
TDP-43 yeast inh = qHTS of TDP-43 Inhibitors; Potency, µM (doses to about 46.1 µM), for inactives: at the top dose growth rescue (activation), actives largely listed as activators; hit rate 1.8% among 410,000; TDP-43 expressing yeast growth rescue, BacTiter-Glo, 24 h; further: % of control where 0% means no effect; nearly all actives have a fitted effect of over 50% in size
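Luminescence from BacTiter-Glo reports growth of TDP-43-expressing yeast after 24 hr at 30 deg C with compound. Cells were raffinose-pregrown to mid-log, then seeded in galactose medium at OD600=0.02.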
Starred values were filed as active, the others as inactive; ? = inconclusive; nt = no result given; & = joins results of further samples; [ ] = remark or other dose. The call rests on the fitted dose curve; in most records, active means well fitted curve in the direction sought with a large enough effect; inconclusive means small, poorly fitted or top-dose-only effect, or another doubt; inactive means no such curve, though single readings can be large; an effect the other way counts as inactive or inconclusive. Potency means the concentration at half of the fitted maximal effect. Rows were taken by chance; any-hit rate near 9.4%.

structure	KB-V1 cytotox	SW480 rerep	HT1080NT lethal	HT1080 IDH1KD tx	HEK293 tox	GLP1R ag	KB-3-1 tox	GLP-1R inv ag	TDP-43 yeast inh
COc1ccc(NC2=CC(=O)CC(c3ccccc3)C2)cc1 (stereo not given)	-25%	?	-2%	-8%	-7%	15%	15%	8%	-6%
Cc1ccc(C(=O)NCCN2CCC(n3c(=O)[nH]c4ccccc43)CC2)cc1F	-22%	nt	-32%	-15%	-12%	-4%	?	?	10%
COc1cccc(NC(=S)N/N=C2\CC3CCC2(C)C3(C)C)c1 (stereo not given)	-3%	?	-20%	-15%	?	21%	-19%	?	0%[9.22 µM]
O=C(CCNS(=O)(=O)c1ccccc1)N1CCN(c2ccccc2F)CC1	nt	-3%	5%	8%	-2%	-8%	nt	6%	21%
CCCCn1c(-c2csc(C(C)C)c2)n[nH]c1=S	23µM*	-10%	-8%	-1%	-11%	-1%	-16%	-18%	0%
Cn1c(Cl)c(C(=O)Nc2ccc(Cl)cc2)c2ccccc21	21µM*	22%	-4%	-23%	8%	-2%	8.2µM*	1%	7%
COC(=O)C(C(=O)OC)c1ccc(N)cc1	3%	-2%	?	6%	6%[7.66 µM]	-2%	7%	10%[7.66 µM]	3%
CC1(C)CC(=O)c2cn3c(nc2C1)nc1ccccc13	3%	-6%	-3%	-6%	8%	0%	12%	-1%	-4%
CCOC(=O)Cc1csc(NS(=O)(=O)c2ccccc2)n1	-6%	0%	8%	20%	0%	-5%	12%	0%	25%
CCCCCCN=C(C)c1ccccc1O	19%	-4%	13%	19%	-8%	1%	2%	6%	-15%
COC(c1ccccc1)c1nnc(CCC(=O)NCCC(C)C)o1 (stereo not given)	0%	-7%	10%	14%	2%	13%	1%	6%	7%
Cc1cc(C)cc(Oc2ccccc2/C=N\O)c1	36%	0%	-13%	-10%	-15%	2%	-11%	-29%	7%
CCC(=O)Nc1nc(C)nc(C)c1C(C)=O	-2%	1%	8%	13%	3%	12%	20%	16%	6%
N/C(=N\OC(=O)Nc1cccc(C(F)(F)F)c1)c1ccno1	-2%	4%	1%	3%	-4%	-2%	6%	12%	3%
O=S(=O)(c1cccc(S(=O)(=O)N2CCC(n3nnc4ccccc43)CC2)c1)N1CCCCC1	-18%	2%	-1%	-12%	-4%	-3%	-24%	?	-14%
C=C(C)c1ccc(C(C)(C)NC(=O)N2CCN(C)CC2)cc1	-22%	-2%	-3%	-5%[9.24 µM]	6%	12%	-6%	10%	4%
CCC1Oc2ccc(C)cc2N(CC(=O)NCCC2=CCCCC2)C1=O (stereo not given)	?	1%	-1%[9.24 µM]	-27%	1%	1%	?	0%	-20%
COC(=O)C1CCN(CC(=O)NC(=O)Nc2ccccc2F)CC1	nt	-11%	3%	-3%	28%	-1%	nt	16%	-8%
CC(NC(=O)COC(=O)C1(C)CC1(Cl)Cl)c1ccccc1 (stereo not given)	-10%	2%	-11%[9.24 µM]	0%	3%	-3%	-2%	7%	7%
COc1ccc(CN2C(=O)c3cccnc3C2=O)cc1S(=O)(=O)NC1CCCCC1C (stereo not given)	23%	-17%	3%	6%	-20%	13%	2%	6%	?
CCC1CCCCN1S(=O)(=O)c1ccc(S(=O)(=O)N(Cc2ccccn2)CC2CCCO2)cc1 (stereo not given)	-28%	0%	6%	-2%	-10%	13%	-18%	?	-2%
CCCOc1ccc(C(=O)C(CN2CCCC2)c2ccccc2)cc1 (stereo not given)	?	?	8.2µM*	6.5µM*	?	4%	23µM*	?	6%
COc1ccccc1NC(=O)CSc1nnnn1C	0%	?	-29%	6%[9.24 µM]	3%	0%	0%	-1%	-23%
O=C(CSc1nnc(Cc2ccccc2)o1)NCCN1C(=O)CSC1=O	12%	-6%	10%	17%	-20%	-11%	-4%	2%	0%
Nc1c(C(=O)N/N=C/c2ccccc2)cnn1-c1ccccc1	-3%	2%	3%	-3%	-42%	19%	-11%	-21%	6%
Cc1nn(Cc2ccccc2)c2c1C(c1ccco1)C(C#N)=C(N)O2 (stereo not given)	0%	2%	12%	1%	-23%	-14%	-3%	11%	21%
O=C(c1ccc(NC2=NC3CS(=O)(=O)CC3S2)cc1)N(CCO)Cc1ccccc1 (stereo not given)	?	1%	19%	12%	-6%	-5%	2%	-10%	19%
Nn1c(SCC(=O)Nc2ccc3c(c2)OCO3)nnc1C(F)(F)F	24%	-78%[inhibitor]	10%	2%	7%	3%	-3%	11%	-1%
CCOc1cc(N2CCOCC2)c(OCC)cc1NC(=O)COC(=O)c1cccc2ccccc12	-11%	0%	0%	-5%	-8%	2%	0%	11%	5%
OC(c1ccccc1)(c1ccccc1)c1ccn[nH]1	?	-2%	0%	0%	?	-4%	13%	-5%	4%
CC(=O)c1c(C(C)=O)c(C)n(-c2ccc(N)c(C)c2)c1C	1%	-4%[9.22 µM]	-1%	6%	-6%	0%	0%	20%	-11%
CN(C)c1cccc2c(S(=O)(=O)NC(=O)[C@H]3O[C@@H](n4cnc5c(N)ncnc54)[C@H](O)[C@@H]3O)cccc12	-38%	nt	4%	7%	5%	-4%	0%	0%	24%
COc1ccc(C(=O)NC2CCCc3ccccc32)cc1[N+](=O)[O-] (stereo not given)	5.8µM*	?	?	15µM*	?	4%	?	?	9%
COc1cc(OC)cc(C(=O)NCCCN2CCOCC2)c1	-7%	-8%	14%	10%	21%	-1%	2%	1%	2%
N#Cc1ccc(-c2nc3ccc(Cl)cn3c2Cc2ccccc2C(F)(F)F)cc1	?	nt	-17%	2%	1%	-2%	-3%	10%	13%
CSc1ccc(/C=C(/NC(=O)c2ccccc2)C(=O)NCCN2CCOCC2)cc1	nt	0%	3%	9%	6%	4%	nt	14%	4%
C#CCOCCOCCOCCNc1nc(N2CCOCC2)nc(N2CCN(C(=O)[C@H](C)n3cc(CCC(=O)O)nn3)CC2)n1	13%	-11%[9.22 µM]	18%	9%	7%	-2%	17%	18%	12%
CCCN(C(=O)CSc1nnnn1-c1ccccc1OC)C1CCS(=O)(=O)C1 (stereo not given)	-6%	1%	0%	12%	-2%	-12%	7%	6%	2%
O=C(O)Cc1sc(NC2CCCCC2)nc1-c1ccc(Cl)cc1	?	21%	3%	-15%	-4%	26%	?	?	-1%
Cc1ccc(NC(=O)CN(C)C(=O)COC(=O)C2=COCCO2)cc1	3%	-10%	6%	12%	-14%	-1%	-1%	-10%	16%
COc1ccc(S(=O)(=O)c2c(O)c3ccc(C(=O)Nc4ccccc4)cc3[nH]c2=O)cc1	28%&11%	-2%	11%	17%	3%&-7%	0%	1%&2%	12%&2%	-11%
COc1ccc(Cl)cc1NC(=O)CCN1CCN(c2ccccc2C)CC1	5%	1%	0%	5%	6%	2%	-9%	-3%	-15%
NNC(=O)C1CCN(S(=O)(=O)c2ccc(Cl)cc2)CC1	64%	13%	12%	4%	8%	11%	13%	-1%	-5%

4 of these compounds, set out differently:
> O=C(c1ccc(NC2=NC3CS(=O)(=O)CC3S2)cc1)N(CCO)Cc1ccccc1 (stereo not given)
  KB-V1 cytotox: ?
  SW480 rerep: 1%
  HT1080NT lethal: 19%
  HT1080 IDH1KD tx: 12%
  HEK293 tox: -6%
  GLP1R ag: -5%
  KB-3-1 tox: 2%
  GLP-1R inv ag: -10%
  TDP-43 yeast inh: 19%

> Nn1c(SCC(=O)Nc2ccc3c(c2)OCO3)nnc1C(F)(F)F
  KB-V1 cytotox: 24%
  SW480 rerep: -78%[inhibitor]
  HT1080NT lethal: 10%
  HT1080 IDH1KD tx: 2%
  HEK293 tox: 7%
  GLP1R ag: 3%
  KB-3-1 tox: -3%
  GLP-1R inv ag: 11%
  TDP-43 yeast inh: -1%

> CCOc1cc(N2CCOCC2)c(OCC)cc1NC(=O)COC(=O)c1cccc2ccccc12
  KB-V1 cytotox: -11%
  SW480 rerep: 0%
  HT1080NT lethal: 0%
  HT1080 IDH1KD tx: -5%
  HEK293 tox: -8%
  GLP1R ag: 2%
  KB-3-1 tox: 0%
  GLP-1R inv ag: 11%
  TDP-43 yeast inh: 5%

> OC(c1ccccc1)(c1ccccc1)c1ccn[nH]1
  KB-V1 cytotox: ?
  SW480 rerep: -2%
  HT1080NT lethal: 0%
  HT1080 IDH1KD tx: 0%
  HEK293 tox: ?
  GLP1R ag: -4%
  KB-3-1 tox: 13%
  GLP-1R inv ag: -5%
  TDP-43 yeast inh: 4%
